Bioassay records from PubChem BioAssay.
TR SRC2 fluor cs: Total Fluorescence Counterscreen for Inhibitors of the Interaction of Thyroid Hormone Receptor and Steroid Receptor Coregulator 2; Potency, µM (doses to about 106 µM), for the others: at the highest dose fluorescence change, negative = quenching; TRb/SRC2 Texas Red total fluorescence interference; 0.29% of 280,000 active; AID 1479, 2009; active = well fitted curve in either direction with a large enough effect; inconclusive = small, poorly fitted or top-dose-only effect; note: % is set by controls: 0 for no effect and ±100 for the full control effect
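Flags fluorescent or light-absorbing compounds by total fluorescence, S + 2P, at 555 nm excitation and 632 nm emission. Mixture: 20 nM Texas Red SRC2 peptide, 0.6 uM human TRb LBD, 1 uM T3, 5% DMSO; compound exposure 5 h at ambient temperature.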
Tau ThT inhib: qHTS for Inhibitors of Tau Fibril Formation, Thioflavin T Binding | Potency, µM (series often up to 57.4 µM), without a hit: at the top dose activity, negative = inhibition, hits mostly inhibitors | 2.1% of 270,000 active | AID 1460, 2008 | Microtubule-associated protein tau (Homo sapiens), P10636 | recombinant tau K18 P301L, heparin-induced fibrillization, ThT fluorescence; note: % is set by controls: 0 for no effect and ±100 for the full control effect; nearly all actives have a fitted effect of over 55% in size
Target sequence (P10636 561-689 P618L limits assumed): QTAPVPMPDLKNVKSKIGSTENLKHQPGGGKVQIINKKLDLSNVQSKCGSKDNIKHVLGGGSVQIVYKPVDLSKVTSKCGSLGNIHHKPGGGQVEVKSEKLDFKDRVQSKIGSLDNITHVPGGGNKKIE
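Heparin-induced (20 uM) aggregation of recombinant human K18 P301L tau, 15 uM unlabeled with 0.24 uM labeled, pH 7 acetate buffer, 6 hr at 37 C with compound. Fibrils quantified by 30 uM ThT fluorescence after 1 hr ambient incubation.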
TRb SRC2 PPI: qHTS for Inhibitors of the Interaction of Thyroid Hormone Receptor and Steroid Receptor Coregulator 2; 0.065% of 280,000 active; TRbeta-SRC2 peptide binding, fluorescence polarization; receptor liganded with 1 µM T3; Potency, µM (series often up to 106 µM), inactives show top-dose activity change, negative = inhibition, hits mostly inhibitors; Thyroid hormone receptor beta (Homo sapiens), P10828; AID 1469, 2008;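 note: plate controls were bound peptide for no effect and peptide without receptor for full effect; nearly all actives have a fitted effect of over 50% in size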
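Each compound concentration gave % activity, normalized to unbound and bound Texas Red SRC2 controls, from polarization read after 5 hr ambient incubation with T3-loaded human TRb LBD.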
HTT cytoprotect: qHTS Multiplex Assay to Identify Dual Action Probes in a Cell Model of Huntington: Cytoprotection (ATP); Potency, µM (top dose mostly 56.4 µM), for inactives: cytoprotection (ATP increase), hits mostly activators; PC12 HTT-Q103 induced, cytoprotection, ATP luminescence, 40 h; 0.14% of 230,000 active;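 note: % of control where 0% means no effect; nearly all actives have a fitted effect of over 45% in size; toxic huntingtin expression switched on by the ecdysone agonist tebufenozide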
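PC12 cells with ecdysone-inducible HTT exon 1 Q103-GFP, induced with 100 nM tebufenozide and co-treated with library compounds in a dose series (1536-well, 1500 cells/well). Cytoprotection read as ATP content by ATPlite luminescence.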
RECQ1 inh: qHTS Assay for Inhibitors of RecQ-Like Dna Helicase 1 (RECQ1) | RECQ1 DNA unwinding, red fluorescence kinetic read | Potency, µM (top dose mostly 57.3 µM), inactives show at the highest dose activity, negative = inhibition, usual class: inhibitors | 0.54% of 240,000 active | AID 2549, 2010;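 note: plate controls were vehicle for no effect and no enzyme for full effect; nearly all actives have a fitted effect of over 30% in size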
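RECQ1T1 50 nM; forked duplex (20 bp + 30-nt ss tails) 200 nM, ATP 2 mM final; pH 8.0, 2 mM MgCl2, 2.5 ug/ml poly(dI-dC); 15 min compound preincubation; discontinuous kinetic read over 2 h at RT.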
L3MBTL1 inh: qHTS Assay for the Inhibitors of L3MBTL1; AlphaScreen L3MBTL1–H3K9me1 peptide binding; 0.66% of 230,000 active; Potency, µM (doses to about 57.1 µM), for inactives: at the top dose activity, negative = inhibition, hits mostly inhibitors; Lethal(3)malignant brain tumor-like protein 1 (Homo sapiens), Q9Y468; note: % is set by controls: 0 for no effect and ±100 for the full control effect; nearly all actives have a fitted effect of over 60% in size
Target sequence (Q9Y468 whole entry, looked up): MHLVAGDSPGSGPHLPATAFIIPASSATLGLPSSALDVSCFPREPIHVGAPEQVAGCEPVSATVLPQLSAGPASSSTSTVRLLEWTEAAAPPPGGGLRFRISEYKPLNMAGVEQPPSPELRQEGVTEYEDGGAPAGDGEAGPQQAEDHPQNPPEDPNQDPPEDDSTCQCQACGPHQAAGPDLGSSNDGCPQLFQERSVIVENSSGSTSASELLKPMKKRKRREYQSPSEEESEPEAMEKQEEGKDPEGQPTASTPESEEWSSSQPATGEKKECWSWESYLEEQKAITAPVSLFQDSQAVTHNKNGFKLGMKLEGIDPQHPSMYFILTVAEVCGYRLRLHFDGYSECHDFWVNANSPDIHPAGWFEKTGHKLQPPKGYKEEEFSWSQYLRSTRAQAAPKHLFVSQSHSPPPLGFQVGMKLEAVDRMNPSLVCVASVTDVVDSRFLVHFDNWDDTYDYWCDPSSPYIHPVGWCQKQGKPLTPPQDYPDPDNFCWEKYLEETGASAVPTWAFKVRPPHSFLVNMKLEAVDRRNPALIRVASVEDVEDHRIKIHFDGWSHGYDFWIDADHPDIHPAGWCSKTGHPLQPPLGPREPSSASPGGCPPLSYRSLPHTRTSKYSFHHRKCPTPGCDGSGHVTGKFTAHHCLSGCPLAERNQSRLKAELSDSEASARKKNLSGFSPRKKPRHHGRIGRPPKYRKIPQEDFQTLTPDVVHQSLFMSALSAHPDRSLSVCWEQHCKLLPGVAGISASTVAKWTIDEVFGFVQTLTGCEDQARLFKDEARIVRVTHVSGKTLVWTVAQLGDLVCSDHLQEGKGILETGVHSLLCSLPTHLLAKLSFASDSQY
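Read-out is AlphaScreen signal from streptavidin donor and nickel chelate acceptor beads (10 ug/mL final each) bridging L3MBTL1 (50 nM) and biotinylated K9-monomethylated H3(1-15) peptide (75 nM), after 30 min compound exposure at room temperature.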
Tau fluor counter: Counterscreen qHTS for Inhibitors of Tau Fibril Formation, Fluorescence Polarization; 0.93% of 280,000 active; tau K18 P301L Alexa594 fluorescence, heparin fibrillization; Potency, µM (top dose mostly 57.7 µM), for inactives: top-dose activity change, negative = decrease; note: % is set by controls: 0 for no effect and ±100 for the full control effect; nearly all actives have a fitted effect of over 55% in size
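Human tau K18 P301L (15 uM unlabeled, 0.24 uM Alexa 594-labeled) in 100 mM sodium acetate pH 7 with 20 uM heparin, 6 hr at 37 C. ThT 30 uM added, 1 hr ambient; Alexa 594 FP and total fluorescence read at 555/632 nm.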
Tau fibril FP: qHTS for Inhibitors of Tau Fibril Formation, Fluorescence Polarization; K18 P301L tau heparin fibrillization, Alexa594 FP, 6 h; 0.39% of 280,000 active; Potency, µM (titrated, usually from 57.7 µM), without a hit: at the top dose activity, negative = inhibition, actives largely listed as inhibitors; Microtubule-associated protein tau (Homo sapiens), P10636; note: % is set by controls: 0 for no effect and ±100 for the full control effect; nearly all actives have a fitted effect of over 55% in size
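Steps: dispense K18 P301L tau (15 uM plus 0.24 uM Alexa 594 tracer, final) in pH 7 sodium acetate; add compound; add heparin (20 uM final); incubate 6 hr, 37 C; add ThT (30 uM final); after 1 hr ambient, read FP.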
An asterisk follows results filed as active; i = inactive; ? = inconclusive; . = no result given; [ ] = remark or other dose. Unless noted, calls come from the whole dose curve; as a rule, active = well fitted curve in the direction sought with a large enough effect; inconclusive = small, poorly fitted or top-dose-only effect, or another doubt; inactive = no such curve, though single readings can be large; an effect the other way counts as inactive or inconclusive. Potency is the fitted concentration of half-maximal effect. These rows are one share of the data; count on the stated rates, not on these rows.

SMILES	TR SRC2 fluor cs	Tau ThT inhib	TRb SRC2 PPI	HTT cytoprotect	RECQ1 inh	L3MBTL1 inh	Tau fluor counter	Tau fibril FP
Cc1ccc(CNC(=O)CSc2nc(C)cs2)cc1	0%	1%	1%	-37%	0%	.	-2%	0%
CC1=C(C(=O)OCc2ccc3c(c2)OCO3)C(c2ccc(O)c([N+](=O)[O-])c2)NC(=O)N1 (configuration not stated)	-2%	-15%	-8%	.	-7%	-5%	0%	0%
Cc1cccc(OCC(=O)OCc2cc(=O)n3nc(C4CCCCC4)sc3n2)c1	-3%	?	-2%	.	.	.	-1%	3%
CCOc1ccc(CCNC(=O)c2ccc3c(c2)sc2nc(-c4ccc(F)cc4)cn23)cc1OCC	-20%	9%	9%	.	.	.	-24%	?
O=C(NN1CCCCC1)c1cnn2c(C(F)F)cc(-c3ccccc3)nc12	1%	-2%	-5%	-29%	i	2%[11.4 µM]	-2%	-3%
COC(=O)c1ccc(Cn2nnc3sc4c(c3c2=O)CCCC4)cc1	3%	-16%	-2%	.	.	.	-5%	-3%
CCCCn1nnnc1SCC(=O)Nc1ccc2c(c1)OCO2	-2%	-4%	2%	-16%	-3%	1%	-5%	11%
CCN(CC)CCNC(=O)c1ccc2nc(CCc3ccccc3)oc2c1	1%	6%	5%	.	.	.	9%	2%
CCOC(=O)C1CCCN(CCC(=O)Nc2ccc3c(c2)CCC3)C1 (configuration not stated)	0%	-1%	0%	16%	0%	.	-2%	-3%
CCc1ccc2c(c1)NC(c1ccc(C)cc1)=NC(c1cccs1)=N2	-2%	?	-2%	.	.	.	?	-3%
C=CCSC1=N/C(=C\c2cc(OC)c3c(c2)OCO3)C(=O)S1	-7%	-18%	-8%	5%	-15%	0%	-23%	-12%
COc1ccc(N(CC(=O)Nc2ccccc2C(=O)NCc2ccco2)S(C)(=O)=O)cc1	1%	-2%	-12%	-13%	i	.	-4%	5%
CCN(CC)C(=O)CSc1cn(CC(=O)N2CCCCCC2)c2ccccc12	-1%	4%	-8%	.	.	.	2%	-5%
Cc1cccc(NC(NC(=O)c2cccnc2)C(Cl)(Cl)Cl)c1 (configuration not stated)	-1%	-7%	8%	-22%	0%	2%	-15%	-7%
Cc1cccc(CN(CC(=O)N/N=C/c2ccco2)S(=O)(=O)c2ccc(Cl)cc2)c1	6%	-11%	2%	7%	-10%	.	?	-1%

Five entries already listed, ordered by count of non-hydrogen atoms, low to high:
SMILES	TR SRC2 fluor cs	Tau ThT inhib	TRb SRC2 PPI	HTT cytoprotect	RECQ1 inh	L3MBTL1 inh	Tau fluor counter	Tau fibril FP
CCCCn1nnnc1SCC(=O)Nc1ccc2c(c1)OCO2	-2%	-4%	2%	-16%	-3%	1%	-5%	11%
CCOC(=O)C1CCCN(CCC(=O)Nc2ccc3c(c2)CCC3)C1 (configuration not stated)	0%	-1%	0%	16%	0%	.	-2%	-3%
Cc1cccc(CN(CC(=O)N/N=C/c2ccco2)S(=O)(=O)c2ccc(Cl)cc2)c1	6%	-11%	2%	7%	-10%	.	?	-1%
CC1=C(C(=O)OCc2ccc3c(c2)OCO3)C(c2ccc(O)c([N+](=O)[O-])c2)NC(=O)N1 (configuration not stated)	-2%	-15%	-8%	.	-7%	-5%	0%	0%
CCOc1ccc(CCNC(=O)c2ccc3c(c2)sc2nc(-c4ccc(F)cc4)cn23)cc1OCC	-20%	9%	9%	.	.	.	-24%	?

Going on with the list:
SMILES	TR SRC2 fluor cs	Tau ThT inhib	TRb SRC2 PPI	HTT cytoprotect	RECQ1 inh	L3MBTL1 inh	Tau fluor counter	Tau fibril FP
O=C(CN1C(=O)NC2(CCCC2)C1=O)OCc1cc(=O)n2cc(Br)ccc2n1	-2%	4%	-1%	16%[10 µM]	-13%	-7%	4%	4%
O=C1CC(c2cccc(O)c2)c2c(nc(SCc3ccccc3F)[nH]c2=O)N1 (configuration not stated)	1%	-8%	1%	.	.	.	-11%	-4%
CCOc1ccccc1NC(=O)CSc1nc2nc(-c3cccs3)cc(C(F)(F)F)c2c(=O)[nH]1	2%	.	0%	12%[10 µM]	-21%	.	-25%	-6%
O=C(NNC(=O)C1CCCCC1)C(=O)NC1CCCCC1	-3%	?	-6%	-70%[inhibitor]	-2%	9%	-16%	-7%
COc1ccc(NC(=O)CN(c2cccc(C(F)(F)F)c2)S(C)(=O)=O)cc1OC	-1%	-11%	-8%	12%	-7%	.	-19%	-1%
C/C(=N/NC(=O)c1ccoc1C)c1ccc(N2CCOCC2)cc1	-2%	-6%	-1%	20%[10 µM]	2%	-10%	-6%	-1%
O=C(Nc1ccccc1N1CCCCC1)c1ncoc1-c1ccc(F)cc1	1%	-9%	-2%	-11%[10 µM]	-9%	5%	-18%	-3%
Cc1cccc(N2CCN(C(=O)CN3C(=O)COc4ccc(S(=O)(=O)N5CCCC5)cc43)CC2)c1C	-3%	-4%	-3%	.	.	.	-1%	1%
COc1ccc(C2=NN(c3nc(C(=O)O)cs3)C(O)(C(F)(F)F)C2)c(OC)c1 (configuration not stated)	-6%	?	-6%	-67%[inhibitor]	-31%	-23%	-4%	-8%
CC1(C)CC(/C=C/c2ccccc2)=Nc2ccccc2N1	-2%	?	9%	-24%[10 µM]	i	-14%	?	1%
CCCSc1ncc(Cl)c(C(=O)Nc2sc3c(c2C(=O)NCC)CCCC3)n1	-43%	-12%	3%	.	.	.	-8%	-9%
O=[N+]([O-])c1ccc(Nc2nc(NC3CCCCC3)nc(N3CCCC3)n2)cc1	0%	?	4%	-86%[inhibitor]	-8%	.	?	-15%
CCOC(=O)CSc1nc(-c2ccccc2)cc(C(F)(F)F)c1C#N	-4%	4%	3%	.	.	.	-4%	-13%
COC(=O)c1ccc(OCC(O)CN2C(=O)c3ccccc3S2(=O)=O)cc1 (configuration not stated)	-2%	?	4%	.	-13%	-1%	-8%	3%
COc1ccc(C2CC(c3ccc(Cl)cc3)=NN2C(=O)c2cccc([N+](=O)[O-])c2)cc1 (configuration not stated)	-16%	1%	-3%	7%[10 µM]	-1%	-17%	-25%	-2%

For convenience, part of the list above:
SMILES	TR SRC2 fluor cs	Tau ThT inhib	TRb SRC2 PPI	HTT cytoprotect	RECQ1 inh	L3MBTL1 inh	Tau fluor counter	Tau fibril FP
COc1ccc(NC(=O)CN(c2cccc(C(F)(F)F)c2)S(C)(=O)=O)cc1OC	-1%	-11%	-8%	12%	-7%	.	-19%	-1%
C/C(=N/NC(=O)c1ccoc1C)c1ccc(N2CCOCC2)cc1	-2%	-6%	-1%	20%[10 µM]	2%	-10%	-6%	-1%

Additional entries follow:
SMILES	TR SRC2 fluor cs	Tau ThT inhib	TRb SRC2 PPI	HTT cytoprotect	RECQ1 inh	L3MBTL1 inh	Tau fluor counter	Tau fibril FP
Cc1ccc(Cl)cc1NC(=O)Cn1c(=O)c2ccccc2n2nncc12	-1%	6%	-2%	.	.	.	-4%	-6%
C[C@]12CC(O)C3C(CCC4=CC(=O)CC[C@@]43C)C1CCC2c1csc(-c2ccccc2)n1 (some centres not stated)	-4%	-2%	-1%	22%[10 µM]	i	.	21%	?
Cc1ccc(CNC(=O)Cc2coc3cc(C)cc(C)c23)cc1	4.5µM*[quencher]	?	?	.	.	.	-20%	-3%
COc1ccc(C(=O)O)cc1S(=O)(=O)NCCN(C)C	0%	4%	-3%	-9%[10 µM]	-8%	7%	5%	-3%
COc1cccc(/C=N/n2cncn2)c1OCC#N	-1%	-12%	-22%	7%[10 µM]	-10%	-3%	-8%	1%
Cc1nc(-c2cccc(F)c2)sc1CCNC(=O)C(=O)Nc1ccc2c(c1)OCCO2	-17%	?	5%	.	.	.	-16%	-9%
N#CCSc1ccc(-c2nc3ccccc3[nH]2)cn1	-2%	-8%	-8%	-7%[10 µM]	8%	-12%	1%	-2%
Cc1cc(C)nc(NC(=O)/C=C/c2ccccc2Cl)n1	-1%	-12%	2%	7%[10 µM]	0%	-3%	-3%	-10%
O=C(Nc1ccc(Cl)cc1Cl)C1=Cc2ccccc2OC1	1%	?	3%	-25%	-16%	.	-21%	-7%
CCS(=O)(=O)c1ccc2c(c1)NC(=O)C(CCCl)O2 (configuration not stated)	-4%	-1%	1%	10%[10 µM]	i	9%	0%	0%
Cc1ccc(N2NC(C)(c3cccs3)NC2=S)cc1 (configuration not stated)	1%	16µM*	1%	-24%[10 µM]	-12%	-6%	?	-8%
CN1C(=O)Cc2cc(S(=O)(=O)N3CCN(c4ccc(Cl)cc4)CC3)ccc21	-3%	-4%	-4%	.	.	.	-6%	-4%
NC(=O)CC(NC(=O)Cc1ccc(Cl)cc1)c1ccc(NC2CCCC2)c([N+](=O)[O-])c1 (configuration not stated)	-1%	?	4%	42%[10 µM]	i	.	-21%	-3%
c1ccc(Nc2n[nH]nc2-c2ccccc2)cc1	-8%	-6%	4%	16%	-1%	-1%	-12%	?
Cc1c(Cl)cccc1-n1ncc(C(=O)N2CCOCC2)c1C1CCN(C(=O)OC(C)(C)C)CC1	0%	3%	8%	.	.	.	0%	-5%
